High-throughput results from PubChem BioAssay.
TMEM16A inh = inhibitors of mouse TMEM16A calcium-activated chloride channel; Q8BHY3; normalized B-score (activity score, 25-100; higher = stronger inhibition) at 10 µM; 310,000 compounds, 1.2% hits; HEK293 TMEM16A/YFP iodide influx fluorescence, ionomycin;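 active = ratio plate-corrected score three or more library SD toward inhibition, starting fluorescence score within five deviations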;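 also: score derived from kinetic fluorescence span divided by baseline fluorescence per well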
TRPC4 PAM = allosterically enhances the mouse TRPC4 cation channel. 310,000 compounds, 0.42% hits. B-score at 10 µM. HEK293 TRPC4beta/mu-opioid, DAMGO EC20, Fluo-4 Ca2+ flux; hits give high values. AID 2227. Q9QUQ5;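 active = B-score of calcium response area above 5 SD of library B-scores, with initial fluorescence ratio within 5 SD of library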;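 also: B-score of integrated fluorescence ratio over time as area under calcium response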
Target sequence (Q9QUQ5 whole entry, looked up): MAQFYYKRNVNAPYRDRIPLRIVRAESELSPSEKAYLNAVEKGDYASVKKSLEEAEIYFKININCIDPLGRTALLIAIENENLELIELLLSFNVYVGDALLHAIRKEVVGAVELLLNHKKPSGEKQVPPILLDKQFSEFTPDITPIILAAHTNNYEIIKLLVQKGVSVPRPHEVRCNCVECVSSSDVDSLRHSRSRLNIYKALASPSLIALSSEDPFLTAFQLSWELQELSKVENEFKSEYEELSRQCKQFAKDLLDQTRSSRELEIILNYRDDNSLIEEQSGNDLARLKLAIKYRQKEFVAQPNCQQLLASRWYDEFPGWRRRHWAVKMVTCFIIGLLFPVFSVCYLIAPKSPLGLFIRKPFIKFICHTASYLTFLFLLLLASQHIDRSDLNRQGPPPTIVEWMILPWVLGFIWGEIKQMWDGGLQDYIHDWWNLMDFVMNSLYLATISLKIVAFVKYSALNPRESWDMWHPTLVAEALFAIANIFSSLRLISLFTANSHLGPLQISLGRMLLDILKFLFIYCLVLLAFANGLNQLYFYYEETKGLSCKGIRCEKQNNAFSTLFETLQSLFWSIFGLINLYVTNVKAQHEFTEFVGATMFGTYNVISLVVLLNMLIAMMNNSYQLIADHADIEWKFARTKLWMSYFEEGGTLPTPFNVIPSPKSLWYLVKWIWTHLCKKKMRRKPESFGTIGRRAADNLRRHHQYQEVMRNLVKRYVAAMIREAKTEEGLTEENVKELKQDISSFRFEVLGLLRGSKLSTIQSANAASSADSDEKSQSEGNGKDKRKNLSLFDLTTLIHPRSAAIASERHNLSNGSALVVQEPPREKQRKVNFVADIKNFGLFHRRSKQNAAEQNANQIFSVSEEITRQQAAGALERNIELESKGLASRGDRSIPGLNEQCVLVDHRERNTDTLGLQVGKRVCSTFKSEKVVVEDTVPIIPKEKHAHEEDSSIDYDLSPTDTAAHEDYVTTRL
TRPC6 inh = inhibitors of mouse TRPC6 channel | Q61143 | B-score at 10 µM | 310,000 compounds, 1.1% hits | HEK293-TRPC6, membrane potential dye, ACh-evoked depolarization; hits give low values;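 active = B-score under library mean minus 3 SD, initial fluorescence not abnormally high, positive integrated signal ratio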;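 also: B-score derived from integrated fluorescence ratio over the kinetic read; more negative B-score means stronger inhibition of depolarization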
MrgX1 allo act = allosterically activates human MrgX1 receptor signaling | MrgX1-HEK293, Fluo-4 calcium flux, FDSS; hits give high values | B-score at 10 µM | 310,000 compounds, 0.63% hits;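 active = plate-corrected calcium response at least 3 library SD above typical, normal starting fluorescence, not activating the receptor alone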;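 also: compound read alongside a low EC10 to EC30 dose of BAM8-22 agonist; peak minus trough fluorescence over baseline measured at the second addition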
RGS4 block = human RGS4 inhibition; HEK293 M3R/RGS4 inducible, Fluo-4 calcium flux; hits give high values; triggered by carbachol at its EC20; 310,000 compounds, 0.45% hits; B-score at 10 µM; AID 463165; P49798;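 active = B-score, a plate-corrected calcium signal, over three deviations above library mean, with baseline fluorescence within five deviations of library mean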;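 also: RGS4 expression induced by doxycycline in cells with stable M3 receptor; B-score is computed from the integrated fluorescence ratio over baseline after carbachol; higher B-score means a larger calcium signal and so more RGS4 inhibition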
TRPC6 activator = activates the mouse TRPC6 cation channel. B-score at 10 µM. AID 2550. 310,000 compounds, 0.13% hits. HEK293-TRPC6 membrane potential dye fluorescence; hits give high values;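 active = B-score of the integrated fluorescence ratio above library mean plus 3 SD, and starting fluorescence ratio within library mean plus 5 SD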;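 also: higher score means more depolarization so channel activation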
TRPC4 block = TRPC4 (mouse) channel inhibition; 300,000 compounds, 0.39% hits; Q9QUQ5; B-score at 10 µM; HEK293 TRPC4beta/mu-opioid, DAMGO-evoked Fluo4 calcium flux; hits give low values;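 active = B-score over 3 SD under the library average, no early fluorescence shift, positive overall ratio signal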
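Material: HEK293 cells with stable TRPC4beta plus mu-opioid receptor expression; probe or stimulus: DAMGO in two steps, submaximal then maximal; technique: Fluo4 calcium fluorescence by kinetic imaging, 5 s 1 Hz baseline; measure: integrated fluorescence ratio relative to baseline, converted to per-well B score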
MrgX1 antagonist = antagonists of human MrgX1 receptor; B-score at 10 µM; 310,000 compounds, 1.3% hits; MRGX1-HEK293 calcium flux, Fluo-4, BAM8-22 antagonism; hits give low values; AID 588676;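 active = calcium-response B-score plate-corrected more than 3 library SD below zero, starting fluorescence within 5 deviations, no agonist response on first addition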;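 also: peak minus trough fluorescence over baseline after final BAM8-22 challenge near maximal dose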
TRPC4 act = TRPC4 (mouse) channel activation; Q9QUQ5; HEK293 TRPC4beta/mu-opioid, Fluo4 calcium fluorescence; hits give high values; B-score at 10 µM; 310,000 compounds, 0.49% hits;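 active = B-score above 5 SD of library B-scores, and initial fluorescence ratio not above library mean plus 5 SD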;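 also: positive B-score marks a calcium rise read as TRPC4 activation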
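Assay system: HEK293 cells stably co-expressing mouse TRPC4beta and mu-opioid receptor / Timing: Fluo4 dye loading 45 min at room temperature, 110 s recording / Signal: Fluo4 calcium-sensitive dye fluorescence, kinetic, 1 Hz baseline / Read-out: integrated baseline-normalised fluorescence ratio, converted to per-well B score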
TMEM16A act = mouse TMEM16A channel activation, primary screen. B-score at 10 µM. Q8BHY3. 340,000 compounds, 0.3% hits. HEK293 TMEM16A/YFP-H148Q/I152L, iodide quench fluorescence; hits give low values;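 active = fluorescence-ratio B-score plate-corrected deviation score at least 3 library SD below zero, with starting fluorescence score within 5 deviations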;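 also: channel opened by trigger with iodide after compound preincubation; score built on the fluorescence ratio of max minus min over baseline; more negative score means more quench and so TMEM16A activation or potentiation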
MrgX1 agonist = human MrgX1 receptor agonism, primary screen; Q96LB2; MrgX1-HEK293 cells, Fluo-4 calcium fluorescence, agonist mode; hits give high values; B-score at 10 µM; 310,000 compounds, 0.44% hits; AID 588627;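 active = calcium response B-score plate-corrected fluorescence ratio at least 3 library SD, with starting fluorescence B-score inside 5 SD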
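Material – MrgX1-expressing HEK293 cells · Input – 15,000 cells seeded per well · Dosing – compound as first of three additions · Times – overnight seeding, then 1 h dark dye loading · Measured by – kinetic Fluo-4 NW fluorescence of intracellular calcium · Read-out – B-scored fluorescence response ratio · Benchmarks – positive and negative control wells on each plate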
* marks the source's active call; other numbers are inactive results; i = inactive; . = no result given.

compound | TMEM16A inh | TRPC4 PAM | TRPC6 inh | MrgX1 allo act | RGS4 block | TRPC6 activator | TRPC4 block | MrgX1 antagonist | TRPC4 act | TMEM16A act | MrgX1 agonist
CC(NC(=O)c1cccc(S(=O)(=O)N2CCN(C)CC2)c1)C1CC2CCC1C2 (configuration not stated) | i | i | i | i | i | i | i | i | i | i | i
CCOC(=O)C1CCN(C(=O)c2ccc(OC3CCN(C(=O)COC)CC3)cc2)CC1 | . | i | i | . | i | i | i | . | i | i | .
Cn1c2ccccc2c2c(C(=O)N3CCN(C(=O)c4ccco4)CC3)cn(C3CCCCC3)c(=O)c21 | i | i | i | i | i | i | i | i | i | i | i
CCCc1nn2c(=O)cc(CSCC(=O)Nc3ccc(OC)cc3)nc2s1 | i | i | i | i | i | i | i | i | i | i | i
Cc1ccc(S(=O)(=O)Oc2ccc(/C=C3\C(=N)N4N=C(S(C)(=O)=O)SC4=NC3=O)cc2)cc1 | i | i | i | i | i | i | i | i | i | i | i
O=C1c2cccnc2C(=O)N1c1ccccc1-c1ccccc1 | i | i | i | i | i | i | i | i | i | i | i
CC1Nc2ccccc2C(=O)N1NS(C)(=O)=O (configuration not stated) | i | i | i | i | i | i | i | i | i | i | i
O=P(O)(Cc1ccccc1)Cc1ccccc1 | i | i | i | i | i | i | i | i | i | i | i
Cc1ccc(Oc2ccc(-c3nc(N)nc(N)n3)cc2)cc1C | i | i | i | i | i | i | i | i | i | i | i
COc1cccc(CNC(=O)CCC2CCCN(C(=O)Cc3ccccc3F)C2)c1 (configuration not stated) | i | i | i | i | i | i | i | i | i | i | i
Cc1nc2cc(NC(=O)N3CCC(c4ccccc4)C3)ccc2n1C (configuration not stated) | i | i | i | i | i | i | i | i | i | i | i
CC(C)CCC(C(=O)O)C(C)CC(=O)NC1CCCCC1 (configuration not stated) | i | i | i | i | i | i | i | i | i | i | i
CC(C)n1c(C(O)c2ccccc2)nc2ccccc21 (configuration not stated) | i | i | i | i | i | i | i | i | i | i | i
CCN(CC(=O)NCc1cccs1)C(=O)CN(C)S(=O)(=O)c1ccc(C)cc1 | i | i | i | i | i | i | i | i | i | i | i
COc1ccc(-c2noc(N3CCC(C(=O)NC(C)c4ccccc4)CC3)n2)cc1 (configuration not stated) | i | i | i | i | i | i | i | i | i | i | i
O=C(Nc1ccc(Cc2ccncc2)cc1)c1ccc(Br)o1 | i | i | i | i | i | i | i | i | i | i | i
S=c1nc(C2CCCCC2)n(-c2ccccc2)[nH]1 | i | i | i | i | i | i | i | i | i | i | i
O=c1[nH]c(C2CCN(S(=O)(=O)c3cccc([N+](=O)[O-])c3)CC2)nc2c1nnn2Cc1ccccc1 | i | i | i | i | i | i | i | i | i | i | i
COc1ccc(NC(=O)COc2ccc3c(c2)CCC3)cc1 | i | i | i | i | i | i | i | i | i | i | i
COc1ccc([C@@H]2[C@@H]3C(=O)N(C(C)(C)C)C(=O)[C@@H]3[C@]3(Cc4ccc(Cl)cc4)C(=O)N(c4cccc(F)c4)C(=O)N23)cc1 | i | . | . | i | . | . | . | i | . | i | i
Nc1ccc([N+](=O)[O-])cc1C(=O)NNC(=O)c1ccco1 | i | i | i | i | i | i | i | i | i | i | i
O=S(=O)(Nc1ccc(Cl)cc1)c1ccc(N2CCOCC2)c(NC(=S)NCCN2CCOCC2)c1 | i | i | i | i | i | i | i | i | i | i | i
c1ccc2c(c1)nc(NCC1CCCO1)c1nnnn12 (configuration not stated) | i | i | i | i | i | i | i | i | i | i | i
CCOc1ccc(CC(=NCCc2ccccc2)C2=C(O)CC(C)(C)CC2=O)cc1OCC | i | i | i | i | i | i | i | i | i | i | i
CCOC(=O)CC(NS(=O)(=O)c1ccc(NC(C)=O)cc1)c1ccc(OCC)cc1 (configuration not stated) | 25* | i | i | i | i | i | i | i | i | i | i
COCCCNC(=O)C1CCN(c2ccc(N3CCOCC3)nn2)CC1 | i | i | i | i | i | i | i | -6.39* | i | i | i
CC(=O)c1ccc(N2CCN(Cc3nc(Cc4ccccc4)no3)CC2)cc1 | i | i | i | i | i | i | i | i | i | i | i
CCN(CC(=O)Nc1ccc(NC(C)=O)cc1)C(=O)CCCOc1cccc(C)c1 | i | i | i | i | i | i | i | i | i | i | i
CCOC(=O)C1=C(C)N(CCCCCC(=O)O)C(=O)NC1c1ccc([N+](=O)[O-])cc1 (configuration not stated) | i | i | i | i | i | i | i | i | i | i | i
Cc1cc(O)c(C(C[N+](=O)[O-])c2ccc(Cl)cc2)c(=O)o1 (configuration not stated) | i | i | i | i | i | i | i | i | i | i | i
Cc1cccc(NC(=O)[C@H](C)NC(=O)[C@@H]2Cc3ccccc3CN2C(=O)OC(C)(C)C)c1 | i | i | i | i | i | i | i | i | i | i | i
CCC(C(=O)N1CCN(c2ccccn2)CC1)n1nc(C)n2c(cc3occc32)c1=O (configuration not stated) | i | i | i | i | i | i | i | i | i | i | i
CCC1CCCCN1C(=O)c1cc(-c2ccc(Cl)c(Cl)c2)on1 (configuration not stated) | i | i | i | i | i | i | i | i | i | i | i
C=CCc1c(C)nc(C)nc1N/N=C/c1ccc(N(C)C)cc1 | i | i | i | i | i | i | i | i | i | i | i
O=C(c1ccc(Cl)c(S(=O)(=O)N2CCCCCC2)c1)N1CCOCC1 | i | i | i | i | i | i | i | i | i | i | i
CCOc1cc(CN2CCN(CCOCCO)CC2)ccc1OC | i | i | i | i | i | i | i | i | i | i | i
COc1ccc(N2CCN(Cc3nc(-c4ccc(Cl)cc4Cl)no3)CC2)cc1 | i | i | i | i | i | i | . | i | i | i | i
CCS(=O)(=O)N1CCN(S(=O)(=O)c2ccc(S(=O)(=O)NC3CC3)cc2)CC1 | i | i | i | i | i | i | i | i | i | i | i
CC(C)C[C@H](NC(=O)N1CCn2c1nc1ccccc12)C(=O)NC1CCCCC1 | i | i | i | i | i | i | i | i | i | i | i
COc1ccc(CCN2C(=O)CC(N3CCN(S(=O)(=O)c4ccccc4)CC3)C2=O)cc1 (configuration not stated) | i | i | i | i | i | i | i | i | i | i | i
Cc1[nH]c(=O)c(C#N)c(C)c1CCC(=O)NCc1cccc(C(F)(F)F)c1 | i | i | i | i | i | i | i | i | i | i | i
CCOc1ccc(C2C(C(=O)/C=C/c3ccco3)=C(O)C(=O)N2CCN2CCOCC2)cc1OC (configuration not stated) | i | i | i | i | i | i | i | i | i | i | i
CCN(CC)C(=O)CSc1nnc2c3ccccc3n(C)c2n1 | i | i | i | i | i | i | i | i | i | i | i
NC(=O)c1cc(S(=O)(=O)NCCc2ccccc2)cs1 | i | i | i | i | i | i | i | i | i | i | i
Cc1nc(SCC(=O)Nc2nc3ccccc3s2)n[nH]1 | i | i | i | i | i | i | i | i | i | i | i
Cc1cccc2sc(NC(=O)CSc3nc4ccccc4o3)nc12 | i | i | i | i | i | i | i | i | i | i | i
Cc1c(N=Cc2cc3c(cc2Cl)OCO3)c(=O)n(-c2ccccc2)n1C | i | i | i | i | i | i | i | i | i | i | i
CC(C)N1CC(C(=O)O)CC1=O (configuration not stated) | i | i | i | i | i | i | i | i | i | i | i
COc1ccc(Oc2c(C)oc3c(CN(C)C)c(O)ccc3c2=O)cc1 | i | i | i | i | i | i | i | i | i | i | i
Cc1ccc(/C=C/C(=O)NC2CCCCCCC2)o1 | i | 27* | i | i | 8.83* | i | i | i | i | i | i

More results follow.
compound | TMEM16A inh | TRPC4 PAM | TRPC6 inh | MrgX1 allo act | RGS4 block | TRPC6 activator | TRPC4 block | MrgX1 antagonist | TRPC4 act | TMEM16A act | MrgX1 agonist
COc1cccc(/C=C2\SC(=O)N(CC(=O)NC3C=CS(=O)(=O)C3)C2=O)c1 (configuration not stated) | i | i | i | i | i | i | i | i | i | i | i
O=C(NCc1ccccc1Cl)c1ccc(CS(=O)Cc2ccc(Cl)cc2)o1 (configuration not stated) | i | i | i | i | i | i | i | i | i | i | i
CCOC(=O)CSc1nc(C)c2cc(OC)ccc2n1 | i | i | i | i | i | i | i | i | i | i | i
CC1CN(c2ccc([N+](=O)[O-])c(NCCOc3ccc(Cl)cc3)c2)CC(C)N1 (configuration not stated) | i | i | i | i | i | i | i | i | i | i | i
Cc1nc(SCC(=O)NCc2cccs2)nc(C)c1C | i | i | i | i | i | i | i | i | i | i | i
CCOc1ccc2c(C)c(C)c(=O)oc2c1OCC | i | i | i | i | i | i | i | i | i | i | i
CC1=C(C(=O)Nc2cc(-c3cccc(F)c3)[nH]n2)C2(CCCCC2)OC1=O | i | i | i | i | i | i | i | i | i | i | i
Cc1ccc(C)c(N2CCN(C(=O)CCS(=O)(=O)c3cccc4nonc34)CC2)c1 | i | i | i | i | i | i | i | i | i | i | i
C/C(=N\O)C(=O)NCc1ccccn1 | i | i | i | i | i | i | i | i | i | i | i
COC(=O)Cc1cc(=O)n2[nH]c(C)c(-c3ccccc3)c2n1 | i | i | i | i | i | i | i | i | i | i | i
CCOC(=O)c1cc(C(C)(C)C)oc1CNC(=O)c1c(C)oc2c1CCCC2 | i | i | i | i | i | i | i | i | i | i | i
CCc1ccccc1NC(=O)CN(C)Cc1nc(N)nc(Nc2ccccc2C)n1 | i | i | i | i | i | i | i | i | i | i | i
Cc1cc(C(=O)N/N=C/c2cccs2)n[nH]1 | i | i | i | i | i | i | i | i | i | i | i
COc1ccc(NC(=O)CSc2nc3ccccc3c(=O)n2Cc2cccs2)c(OC)c1 | i | i | i | i | i | i | i | i | i | . | i
Cn1ncc2c(Nc3cccc4ccccc34)ncnc21 | i | i | i | i | i | i | i | i | i | i | i
c1ccc(-c2nc(-c3ccccn3)no2)cc1 | i | i | i | i | i | i | i | i | i | i | i
CNC(=O)c1sc(SC)cc1-c1ccc(Cl)cc1 | i | i | i | i | i | i | i | i | i | i | i
